Screens from PubChem BioAssay.
Lipid droplet: hepatic lipid droplet formation modulation; 0.4% of 240,000 active; AML12 mouse hepatocytes, oleate lipid droplets, BODIPY imaging; AID 1656; inhibition, % at 6.5 µM;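 active means lipid droplet intensity inhibited by at least 50%, with more than 500 cells counted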
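Assay system: AML12 mouse liver cells | Compound: 6.5 µM single-point dosing | Schedule: Overnight exposure | Technique: Fluorescence imaging, 20x objective, two fields per well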
Myeloid diff 2: promotes myeloid progenitor differentiation; ER-HoxA9 myeloid progenitors, lysozyme-GFP differentiation, flow cytometry; calls only at 10 µM; 1% of 360,000 active;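 active means normalized GFP-positive differentiation at or above the plate's own cutoff, the solvent-only control mean plus 3 SD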;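 further: cells exposed to compound for four days before flow analysis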
Insulin prom up: MIN6 insulin promoter up-regulation | 0.3% of 190,000 active | AID 1625 | z-score at 5 µM | MIN6 insulin promoter-GFP reporter, high-content imaging; active compounds read high;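 active means z-score above 3 at 5 µM with at least 500 cells counted in the well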
WT yeast gro inh: growth inhibition of WT yeast, mitochondrial fusion screen. mitochondrial fusion phenotypic screen, WT strain. inhibition, % at 10 µM. 2.1% of 190,000 active. AID 1362; in the data active means inhibition above about 58%; tested in S. cerevisiae
T cell modulator: modulates CD8 T cell binding to vesicles. calls only at 7 µM. 0.068% of 330,000 active. AID 2052. 2C CD8+ T cell-vesicle binding, flow cytometry; active compounds read low;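 active means response, share of CD8 T cells binding vesicles, and their 90th percentile fluorescence all below set limits, cut at about 80% in these data, passing the limit was not always enough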
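Benchmarks: naked versus QL9-loaded vesicles / Assay system: purified 2C TCR transgenic mouse naive CD8+ T cells / Technique: high-throughput flow cytometry with anti-B7-1 and anti-CD8 staining / Timing: Cell–vesicle co-incubation 1.5 h at 37 °C, staining 20 min on ice / Read-out: percent CD8+ FL2 mean versus row control / Probe or stimulus: QL9-loaded Drosophila micro-vesicles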
bCat nuc transl: modulators of beta-catenin nuclear translocation. HeLa beta-catenin nuclear translocation, immunofluorescence imaging. nuclear translocation activity, % at 5 µM. 0.3% of 190,000 active;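 active means nuclear translocation activity above 50% at 5 µM, with a well cell count of 50 or more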;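 further: per-cell ratio of nuclear to cytoplasmic median beta-catenin stain intensity; plate controls were DMSO negative control for no effect and GSK-3 inhibitor IX positive control for full effect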
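Read-out: Nuclear/cytoplasmic beta-catenin signal ratio, % activation | Assay system: Human HeLa cell line | Times: 24 h compound exposure at 37°C, 5% CO2 | Signal: Fluorescence imaging of beta-catenin antibody stain plus DAPI | Dosing: 5 µM primary, 0.02–20 µM confirmation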
MT stabilize HCS: stabilizes microtubules in HeLa cells; HeLa tubulin immunostaining HCS, 24 h; share of cells brighter than vehicle mean+2SD; % tubulin-high responders, % at 10 µM; 0.83% of 200,000 active; AID 2205;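 active means plate Z-score above 3 for both tubulin-high and condensed-nucleus cell shares, with cell loss under 80%, at 10 µM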;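 further: anti alpha tubulin signal scored within the nucleus-defined area of each cell; some results filed as inactive read as strong as hits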
Autophagy HCS: autophagy modulation, high-content screen. calls only at 10 µM (by protocol). MEF GFP-LC3 puncta imaging; test concentration mostly 10 µM. AID 463193. 0.98% of 190,000 active;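 active means percentage of spot-positive cells more than 3 SD above its plate mean, without a fluorescence outlier flag or 80% toxicity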;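 further: spot-positive cell cutoff set from DMSO-treated cells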
West Nile antiviral: inhibition of WNV-induced cytopathic effect – cell-based, CPE readout (AID 1621); one-dose CPE inhibition, % at 10 µM; IC50 in µM for titrated hits; 0.02% of 290,000 active; West Nile virus-infected cells, CPE inhibition; higher % means a stronger effect; in the data active means a potency from the dose series; further: strong numbers were not always called active
WT yeast gro inh mutant strain: second read-out of WT yeast gro inh, no call of its own (marks repeat the call); inhibition, %; mitochondrial fusion phenotypic screen, mutant strain inhibition
Insulin prom up cell count: further read-out of Insulin prom up, marked with its call; cell count; measured here: cytotoxicity, nuclei count;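 total cells summed across four imaged fields per well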
Lipid droplet cells 6.5 µM: also measured in Lipid droplet; calls as there; cell count; measured here: cell count, cytotoxicity flag;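 cells counted across two imaged fields per well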
bCat nuc transl cell count 5 µM: second read-out of bCat nuc transl, no call of its own (marks repeat the call); cell count; measured here: cell count, cytotoxicity flag
T cell modulator vesicle-bound %: second read-out of T cell modulator, no call of its own (marks repeat the call); double positive events, %; measured here: CD8+ vesicle-bound cell fraction;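 binding gate set so that unloaded-vesicle control wells show 10% double positive cells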
MT stabilize HCS Hoechst-high %: also measured in MT stabilize HCS; calls as there; % Hoechst-high responders; measured here: nuclear condensation Hoechst responders;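 share of cells brighter than vehicle mean plus two SD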
MT stabilize HCS cytotoxicity %: also measured in MT stabilize HCS; calls as there; toxicity, %; measured here: cytotoxicity by cell density;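 0% = mean cell density of plate MIN control wells and 100% = no cells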
Autophagy HCS cell loss 18 h: further read-out of Autophagy HCS, marked with its call; toxicity, %; measured here: cell loss, nuclei count;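 cell loss after 18 h compound exposure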
Myeloid diff 2 GFP+ MAC1+ %: second read-out of Myeloid diff 2, no call of its own (marks repeat the call); GFP+ MAC1+ double positive, %; measured here: differentiation confirmed by MAC1 staining
Numbers without * were called inactive.

How did Clc1ccc(CNc2nc(N3CCOCC3)nc(N3CCOCC3)n2)cc1 do in these assays?
Lipid droplet: 2; Myeloid diff 2: inactive; Insulin prom up: 0.11; WT yeast gro inh: 20; T cell modulator: inactive; MT stabilize HCS: 1.0; Autophagy HCS: inactive; West Nile antiviral: -1.0%; WT yeast gro inh mutant strain: 12; Insulin prom up cell count: 1027; Lipid droplet cells 6.5 µM: 792; T cell modulator vesicle-bound %: 0; MT stabilize HCS Hoechst-high %: 1.3; MT stabilize HCS cytotoxicity %: 9.3; Autophagy HCS cell loss 18 h: -5; Myeloid diff 2 GFP+ MAC1+ %: 1.9

Results for O=C(CCn1c(=S)[nH]c2ccccc2c1=O)NCC1CCCO1 (stereo not drawn) ?
Lipid droplet: 12; Myeloid diff 2: inactive; Insulin prom up: 0.81; WT yeast gro inh: -19; T cell modulator: inactive; MT stabilize HCS: 1.0; Autophagy HCS: inactive; West Nile antiviral: -0.6%; WT yeast gro inh mutant strain: -13; Insulin prom up cell count: 1353; Lipid droplet cells 6.5 µM: 586; T cell modulator vesicle-bound %: 17; MT stabilize HCS Hoechst-high %: 1.2; MT stabilize HCS cytotoxicity %: 17; Autophagy HCS cell loss 18 h: 4; Myeloid diff 2 GFP+ MAC1+ %: 0.9

How did CCOc1ccc(-n2c(C)c(C(=O)OC)c3cc(O)ccc32)cc1 do in these assays?
Lipid droplet: 8; Myeloid diff 2: inactive; Insulin prom up: -1.6; T cell modulator: inactive; bCat nuc transl: 0.4; West Nile antiviral: 1.8%; Insulin prom up cell count: 941; Lipid droplet cells 6.5 µM: 662; bCat nuc transl cell count 5 µM: 1273; T cell modulator vesicle-bound %: 57; Myeloid diff 2 GFP+ MAC1+ %: 0.2

What do the screens show for `COc1ccc(C(=O)N2CCC3(CC2)NCCc2[nH]cnc23)cc1`?
Lipid droplet: 7; Myeloid diff 2: inactive; T cell modulator: inactive; West Nile antiviral: 0.5%; Lipid droplet cells 6.5 µM: 737; T cell modulator vesicle-bound %: 27; Myeloid diff 2 GFP+ MAC1+ %: 2.5

How did CCC(OC(=O)CNS(=O)(=O)c1ccccc1)C(=O)c1ccccc1 (stereo not drawn) do in these assays?
Lipid droplet: 3; Myeloid diff 2: inactive; T cell modulator: inactive; West Nile antiviral: -0.4%; Lipid droplet cells 6.5 µM: 817; T cell modulator vesicle-bound %: 36; Myeloid diff 2 GFP+ MAC1+ %: 0.9

Results for Cc1ccc(N=C2NC(=O)/C(=C/c3cn(C)c4ccccc34)S2)cc1C ?
Lipid droplet: 8; Myeloid diff 2: active; Insulin prom up: 3*; WT yeast gro inh: 45; T cell modulator: inactive; bCat nuc transl: 20; MT stabilize HCS: 12; Autophagy HCS: inactive; West Nile antiviral: -0.8%; WT yeast gro inh mutant strain: 9; Insulin prom up cell count: 1184*; Lipid droplet cells 6.5 µM: 638; bCat nuc transl cell count 5 µM: 572; T cell modulator vesicle-bound %: 41; MT stabilize HCS Hoechst-high %: 4.3; MT stabilize HCS cytotoxicity %: 49; Autophagy HCS cell loss 18 h: -2; Myeloid diff 2 GFP+ MAC1+ %: 4.9*

Results for O=C(NCCc1ccccn1)c1cc(-c2ccc(Cl)c(Cl)c2Cl)nc2ccccc12 ?
Lipid droplet: -17; Myeloid diff 2: inactive; Insulin prom up: -0.47; WT yeast gro inh: 30; T cell modulator: inactive; bCat nuc transl: -2.5; MT stabilize HCS: 3.2; Autophagy HCS: inactive; West Nile antiviral: -0.9%; WT yeast gro inh mutant strain: 14; Insulin prom up cell count: 1425; Lipid droplet cells 6.5 µM: 665; bCat nuc transl cell count 5 µM: 1132; T cell modulator vesicle-bound %: 41; MT stabilize HCS Hoechst-high %: 2.0; MT stabilize HCS cytotoxicity %: 7.9; Autophagy HCS cell loss 18 h: 20; Myeloid diff 2 GFP+ MAC1+ %: 0.4

How did CCOC(=O)c1cnc(SCC(=O)c2ccc(C)cc2)nc1N do in these assays?
Lipid droplet: 0; Myeloid diff 2: inactive; Insulin prom up: 0.94; WT yeast gro inh: 7; T cell modulator: inactive; bCat nuc transl: -0.4; MT stabilize HCS: 3.1; Autophagy HCS: inactive; West Nile antiviral: 0.8%; WT yeast gro inh mutant strain: 6; Insulin prom up cell count: 1190; Lipid droplet cells 6.5 µM: 679; bCat nuc transl cell count 5 µM: 559; T cell modulator vesicle-bound %: 61; MT stabilize HCS Hoechst-high %: 1.4; MT stabilize HCS cytotoxicity %: 4.8; Autophagy HCS cell loss 18 h: 6; Myeloid diff 2 GFP+ MAC1+ %: 1.2

How did COC(=O)C1CCN(C(c2cc(OC)c(OC)c(OC)c2)c2sc3nc(C)nn3c2O)CC1 (stereo not drawn) do in these assays?
Lipid droplet: 10; Myeloid diff 2: inactive; Insulin prom up: -0.2; WT yeast gro inh: 6; T cell modulator: inactive; bCat nuc transl: -0.6; MT stabilize HCS: 4.7; Autophagy HCS: inactive; West Nile antiviral: 0.1%; WT yeast gro inh mutant strain: 3; Insulin prom up cell count: 1969; Lipid droplet cells 6.5 µM: 721; bCat nuc transl cell count 5 µM: 1015; T cell modulator vesicle-bound %: 23; MT stabilize HCS Hoechst-high %: 2.2; MT stabilize HCS cytotoxicity %: 13; Autophagy HCS cell loss 18 h: 14; Myeloid diff 2 GFP+ MAC1+ %: 2.5

What do the screens show for `O=C(NNC(=O)c1ccccc1Br)c1ccccc1Cl`?
Lipid droplet: -4; Myeloid diff 2: inactive; Insulin prom up: -0.08; WT yeast gro inh: -16; T cell modulator: inactive; bCat nuc transl: -0.3; MT stabilize HCS: 4.3; Autophagy HCS: inactive; West Nile antiviral: 0.6%; WT yeast gro inh mutant strain: -9; Insulin prom up cell count: 1276; Lipid droplet cells 6.5 µM: 678; bCat nuc transl cell count 5 µM: 1111; T cell modulator vesicle-bound %: 10; MT stabilize HCS Hoechst-high %: 2.5; MT stabilize HCS cytotoxicity %: 7.1; Autophagy HCS cell loss 18 h: 6; Myeloid diff 2 GFP+ MAC1+ %: 0.4

How did COc1ccc(/C=N/NC(=O)c2ccc(Cn3cc([N+](=O)[O-])cn3)o2)cc1O do in these assays?
Lipid droplet: -22; Myeloid diff 2: inactive; Insulin prom up: 0; WT yeast gro inh: -7; T cell modulator: inactive; bCat nuc transl: -2.0; MT stabilize HCS: 2.2; Autophagy HCS: inactive; West Nile antiviral: -0.1%; WT yeast gro inh mutant strain: -39; Insulin prom up cell count: 1263; Lipid droplet cells 6.5 µM: 744; bCat nuc transl cell count 5 µM: 1171; T cell modulator vesicle-bound %: 43; MT stabilize HCS Hoechst-high %: 1.0; MT stabilize HCS cytotoxicity %: 6.0; Autophagy HCS cell loss 18 h: -9; Myeloid diff 2 GFP+ MAC1+ %: 0.4

How did Cc1ccccc1NN=Nc1nc2c([nH]1)c(=O)n(C)c(=O)n2C do in these assays?
Lipid droplet: -5; Myeloid diff 2: inactive; WT yeast gro inh: -6; T cell modulator: inactive; bCat nuc transl: -0.1; MT stabilize HCS: 2.0; Autophagy HCS: inactive; West Nile antiviral: -0.6%; WT yeast gro inh mutant strain: 8; Lipid droplet cells 6.5 µM: 631; bCat nuc transl cell count 5 µM: 998; T cell modulator vesicle-bound %: 52; MT stabilize HCS Hoechst-high %: 1.3; MT stabilize HCS cytotoxicity %: 5.3; Autophagy HCS cell loss 18 h: 18; Myeloid diff 2 GFP+ MAC1+ %: 0.3

What do the screens show for `CCC(=O)NC(=S)Nc1ccc(N2CCOCC2)cc1`?
Lipid droplet: -30; Myeloid diff 2: inactive; Insulin prom up: 0.36; WT yeast gro inh: 7; T cell modulator: inactive; bCat nuc transl: 1.0; MT stabilize HCS: 3.3; Autophagy HCS: inactive; West Nile antiviral: -0.5%; WT yeast gro inh mutant strain: 14; Insulin prom up cell count: 1526; Lipid droplet cells 6.5 µM: 541; bCat nuc transl cell count 5 µM: 945; T cell modulator vesicle-bound %: 53; MT stabilize HCS Hoechst-high %: 2.1; MT stabilize HCS cytotoxicity %: 4.7; Autophagy HCS cell loss 18 h: 14; Myeloid diff 2 GFP+ MAC1+ %: 0.2

Results for Cc1ccc(NC(=O)Nc2cnccn2)c(C)c1 ?
Lipid droplet: -2; Myeloid diff 2: inactive; T cell modulator: inactive; West Nile antiviral: -0.3%; Lipid droplet cells 6.5 µM: 841; T cell modulator vesicle-bound %: 9; Myeloid diff 2 GFP+ MAC1+ %: 1.6

Results for COCC(=O)n1cc(C(=O)OC)c2ccccc21 ?
Lipid droplet: -4; Myeloid diff 2: inactive; WT yeast gro inh: -13; T cell modulator: inactive; bCat nuc transl: -3.6; MT stabilize HCS: 2.6; Autophagy HCS: inactive; West Nile antiviral: 0.1%; WT yeast gro inh mutant strain: -6; Lipid droplet cells 6.5 µM: 744; bCat nuc transl cell count 5 µM: 1201; T cell modulator vesicle-bound %: 23; MT stabilize HCS Hoechst-high %: 1.9; MT stabilize HCS cytotoxicity %: 6.4; Autophagy HCS cell loss 18 h: -2; Myeloid diff 2 GFP+ MAC1+ %: 1.5

What do the screens show for `O=C(CC1SC(=Nc2ccc(OC(F)F)cc2)N(CCN2CCOCC2)C1=O)Nc1ccccc1` (stereo not drawn)?
Lipid droplet: -3; Myeloid diff 2: inactive; Insulin prom up: 0.09; T cell modulator: inactive; bCat nuc transl: 0.1; West Nile antiviral: -0.5%; Insulin prom up cell count: 857; Lipid droplet cells 6.5 µM: 727; bCat nuc transl cell count 5 µM: 1456; T cell modulator vesicle-bound %: 36; Myeloid diff 2 GFP+ MAC1+ %: 0.4
